Luc counter: Counterscreen for Luciferase (Kinase-Glo TM) Inhibition | Kinase-Glo luciferase, ATP luminescence, 8 min | Potency, µM (series often up to 38.3 µM), inactives show at the top dose activity change, negative = inhibition, actives largely listed as inhibitors | hit rate 0.28% among 200,000; note: potency is the fitted concentration of half-maximal effect; % is set by controls: 0 for no effect and ±100 for the full control effect; nearly all actives have a fitted effect of over 60% in size
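Light output from Kinase-Glo luciferase with luciferin and 10 uM ATP in 50 mM imidazole pH 7.2, KCl, MgCl2, Tween 20, BSA; compound pin-delivered, 8-min ambient incubation, then luminescence read.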
HTT aggregate: qHTS Multiplex Assay to Identify Dual Action Probes in a Cell Model of Huntington: Aggregate Formation (GFP); PC12 HttQ103-GFP aggregates, Acumen cytometry, 40 h; Potency, µM (highest dose often 46.1 µM), for the others: top-dose activity change, negative = inhibition, actives largely listed as inhibitors; hit rate 1.1% among 220,000; AID 1688, 2009; note: potency is the fitted concentration of half-maximal effect; % is set by controls: 0 for no effect and ±100 for the full control effect; nearly all actives have a fitted effect of over 60% in size
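Inducible Q103 Huntingtin exon 1–GFP PC12 line, 1500 cells/well in phenol red free DMEM with 5% equine and 5% calf serum. Tebufenozide 100 nM induced expression; compounds titrated; aggregates quantified by cytometry.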
Epigenetic derep: Quantitative High-Throughput Screen for Regulators of Epigenetic Control; Potency, µM (doses to about 53.9 µM), for inactives: at the highest dose GFP activation, usual class: activators; AID 1865, 2009; murine LDR cells, GFP reporter derepression, 30 h; hit rate 0.2% among 280,000; note: potency is the fitted concentration of half-maximal effect; % of control where 0% means no effect; nearly all actives have a fitted effect of over 60% in size
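GFP-positive cell count by laser-scanning cytometry (objects 20–120 um) after 30 h, 37 C compound exposure of murine LDR cells; reporter is CMV-GFP integrated at a silenced locus, inducible by HDAC or DNMT inhibitors.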
NPSR antagonist: qHTS Assay for Antagonists of the Neuropeptide S Receptor: cAMP Signal Transduction. Q6W5P4. CHO-NPSR cells, cAMP TR-FRET, antagonist mode. Potency, µM (doses to about 38.3 µM), for the others: at the highest dose activity change, negative = inhibition, most hits filed as inhibitors. hit rate 1% among 220,000. AID 1461, 2008; note: potency is the fitted concentration of half-maximal effect; % is set by controls: 0 for no effect and ±100 for the full control effect; nearly all actives have a fitted effect of over 50% in size; many of its hits are not listed in these tables
Target sequence (Q6W5P4 whole entry, looked up): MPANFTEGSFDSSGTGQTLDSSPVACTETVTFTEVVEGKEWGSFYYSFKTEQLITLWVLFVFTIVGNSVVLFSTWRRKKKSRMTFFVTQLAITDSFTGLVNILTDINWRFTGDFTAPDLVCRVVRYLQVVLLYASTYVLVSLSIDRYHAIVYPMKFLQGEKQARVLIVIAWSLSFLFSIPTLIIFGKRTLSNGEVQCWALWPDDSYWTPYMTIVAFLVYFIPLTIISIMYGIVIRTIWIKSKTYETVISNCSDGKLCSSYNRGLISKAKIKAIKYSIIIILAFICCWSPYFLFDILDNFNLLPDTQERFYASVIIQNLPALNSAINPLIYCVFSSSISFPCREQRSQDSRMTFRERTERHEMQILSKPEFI
Lamin A splicing: qHTS Assay for Modulators of Lamin A Splicing; HeLa LMNA splicing GFP/RFP minigene ratio, 48 h; Potency, µM (series often up to 46.1 µM), for the others: at the top dose ratio change, negative = inhibition, usual class: inhibitors; hit rate 0.01% among 200,000; AID 1487, 2009; active = well fitted inhibition curve with a large enough effect in the signal ratio, with a control signal flat, not every such curve was filed as active; inconclusive = small, poorly fitted or top-dose-only effect, or effect the other way, or a change in a side signal; the % refers to the signal ratio; note: potency is the fitted concentration of half-maximal effect; % is set by controls: 0 for no effect and ±100 for the full control effect
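Read-out is the ratio of GFP to DsRed2 object intensity, acquired by 488 nm laser-scanning cytometry on HeLa lamin A-EGFP minigene reporter cells. Compound incubation 48 hrs at 37 °C in Opti-MEM with 2% FBS; DMSO 0.5% final.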
IMPase Li inh: qHTS Assay for Identifying the Cell-Membrane Permeable IMPase Inhibitors: Potentiation with Lithium. Potency, µM (titrated, usually from 59.4 µM), for inactives: at the top dose activity, negative = IMPase inhibition, actives largely listed as inhibitors. AID 1457, 2008. CHO-M1 cells, IP1 TR-FRET (IP-One), carbachol + lithium. hit rate 0.35% among 210,000;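 note: IP1 builds up when IMPase is blocked and the TR-FRET signal falls; potency is the fitted concentration of half-maximal effect; plate controls were basal vehicle for no effect and high inhibitor control for full effect; nearly all actives have a fitted effect of over 50% in size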
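Concentration–response in CHO-M1 cells, lithium-potentiated; 30 min at 37C. IP1 detected by competitive TR-FRET after 10 min lysis at RT. Hill-fitted AC50.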
CBFb RUNX1 block: qHTS Assay for Compounds Blocking the Interaction Between CBF-beta and RUNX1 for the Treatment of Acute Myeloid Leukemia. 230,000 tested, under 10 active. AlphaScreen CBFb-His/RUNX1-biotin binding, biochemical. Potency, µM (titrated, usually from 59.8 µM), without a hit: at the top dose activity, negative = inhibition, usual class: inhibitors. AID 1477, 2009. Runt-related transcription factor 1 (Homo sapiens) + Core-binding factor subunit beta …; note: % of control where 0% means no effect
Target sequence (Q01196 whole entry, looked up): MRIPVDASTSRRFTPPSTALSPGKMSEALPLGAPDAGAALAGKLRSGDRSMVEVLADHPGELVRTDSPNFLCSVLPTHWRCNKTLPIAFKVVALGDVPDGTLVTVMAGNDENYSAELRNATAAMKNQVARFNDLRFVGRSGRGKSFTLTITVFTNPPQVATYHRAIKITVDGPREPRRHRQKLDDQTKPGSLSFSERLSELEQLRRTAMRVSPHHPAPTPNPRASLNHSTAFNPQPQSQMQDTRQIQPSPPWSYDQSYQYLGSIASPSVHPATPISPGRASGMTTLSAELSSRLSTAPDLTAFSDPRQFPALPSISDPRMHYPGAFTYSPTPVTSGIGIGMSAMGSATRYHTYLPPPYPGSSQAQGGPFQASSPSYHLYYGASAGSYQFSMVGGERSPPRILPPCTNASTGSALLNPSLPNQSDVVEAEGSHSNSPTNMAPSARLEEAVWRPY
Target sequence (Q13951 whole entry, looked up): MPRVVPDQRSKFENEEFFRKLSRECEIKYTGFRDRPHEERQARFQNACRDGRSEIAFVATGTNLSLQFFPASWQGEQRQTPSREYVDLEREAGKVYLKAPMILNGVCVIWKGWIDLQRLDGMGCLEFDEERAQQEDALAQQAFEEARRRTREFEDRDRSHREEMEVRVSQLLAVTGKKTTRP
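AlphaScreen binding: CBFb-His and RUNX1-biotin (30 nM each) preincubated 20 min, compound added for 15 min, then nickel and streptavidin beads for 90 min, all at room temperature. Disruption of the interaction by any mechanism counts as activity.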
Starred values were filed as active, the others as inactive; ? = inconclusive; · = not tested or not shown; & = joins results of further samples; [ ] = dose if it differs, or a comment. Unless noted, calls come from the whole dose curve; as a rule, active = well fitted curve in the direction sought with a large enough effect; inconclusive = small, poorly fitted or top-dose-only effect, or another doubt; inactive = no such curve, though single readings can be large; an effect the other way counts as inactive or inconclusive. Only part of the results is shown; the hit share may differ from the screen's.

SMILES	Luc counter	HTT aggregate	Epigenetic derep	NPSR antagonist	Lamin A splicing	IMPase Li inh	CBFb RUNX1 block
Cc1ccccc1OCC(=O)Nc1ccc2c(c1)C(=O)c1ccccc1C2=O	-2%	-15%	0.0%	?	-7%	?	3%
COc1cccc(NC(=O)CN(c2cccc(C(F)(F)F)c2)S(C)(=O)=O)c1	-2%	10%	5.1%	-5%[7.67 µM]	-1%	3%[38.3 µM]	4%
O=C(NCCc1ccc(Cl)cc1)C1CCC(CNc2c(N3CCCCC3)c(=O)c2=O)CC1 (configuration not stated)	-1%	14%	-1.7%	-6%	?	6%	-2%[2.36 µM]
Cc1ccc(SCCNC(=S)Nc2cc(C)cc(C)c2)cc1	-4%	-59%	-6.2%	-17%[46.1 µM]	?	30%[38.3 µM]	1%
O=C(Nc1cccc(Br)c1)c1ccc(CSc2ccccc2)cc1	-5%	?	-2.0%	-12%[46.1 µM]	28%	9%[38.3 µM]	-1%
COc1ccc(C2=NNC(c3cccnc3)=Nc3ccccc32)cc1	-3%	·	?	-10%	·	13%	1%
O=C(c1ccc(Cl)c([N+](=O)[O-])c1)N(Cc1ccccc1)C1CCS(=O)(=O)C1 (configuration not stated)	2%	-12%	-1.0%	1%	-17%	-1%	3%
CC(=O)Oc1ccc(/C=C/C(=O)CC2OC(Oc3cc(OC(C)=O)c4c(c3)O[C@@H](c3ccc(OC(C)=O)cc3)CC4=O)C(OC(C)=O)C(OC(C)=O)C2OC(C)=O)cc1 (some centres not stated)	2%	·	0.5%	·	·	-2%	-5%[21.7 µM]
Cc1nc2c(C(=O)NCCC(C)C)c[nH]n2c(=O)c1Cc1ccccc1F	-1%	?	-1.2%	-12%[46.1 µM]	?	-1%[38.3 µM]	-2%
Cc1ccc2oc3c(c(=O)c2c1)C(c1ccc(F)cc1)N(CCCN1CCOCC1)C3=O (configuration not stated)	-1%	?	1.8%	-9%[46.1 µM]	6%	-1%[38.3 µM]	2%
O=C(CCN1C(=O)c2ccccc2C1=O)Nc1ccccn1	1%	9%	0.0%	-2%[46.1 µM]	1%	14%[38.3 µM]	-6%
Cc1ccc(S(=O)(=O)N2CCN=C2SCc2ccccc2)cc1	0%	-14%	0.9%	-16%	·	11%	15%
CC/C=C\C/C=C\C/C=C\C/C=C\C/C=C\C/C=C\CCC(=O)NCCCC(=O)O	2%	·	0.0%	·	·	6%	0%
O=C(NCCCO)c1ccc2nc(-c3ccco3)c(-c3ccco3)nc2c1	-5%	-5%	0.1%	-18%	3%[46 µM]	18%	·
Cc1cnc([N+](=O)[O-])n1CCOC(=O)NC(=O)c1ccccc1Cl	-2%	8%	-1.1%	11%	·	7%	4%
CC(C(=O)NC1CCCC1)N(C(=O)CS(=O)CC(=O)Nc1ccc(F)cc1)c1ccc2c(c1)OCCO2 (configuration not stated)	2%	4%	-0.9%	-2%[46.1 µM]	9%[0.0737 µM]	-1%[38.3 µM]	-3%
CCC(=O)N(Cc1ccccc1)c1ccccn1	0%	-9%	0.7%	-3%[46.1 µM]	20%	46%[activator][38.3 µM]	3%
CC(=O)Nc1nonc1NC(=O)CSc1nc2ccccc2o1	-3%	10%	1.1%	0%[46.1 µM]	20%	-1%[38.3 µM]	1%
CCC(c1nnnn1C(C)(C)C)N(Cc1ccco1)Cc1cc2cccc(C)c2[nH]c1=O (configuration not stated)	-2%	?	0.0%	?	9%	24%[38.3 µM]	-6%
CCOc1ccc(OCc2cccc(C(=O)N3CCOCC3)c2)cc1	-10%	-11%	0.0%	?	-2%	17%[38.3 µM]	8%
c1ccc(-c2noc(CN3CCN(c4ccccc4)CC3)n2)cc1	2%	7%	0.2%	-7%[46.1 µM]	9%	2%[38.3 µM]	-5%
Cc1cc(=O)n2nc(N3CCCC3C(=O)NCc3ccccn3)sc2n1 (configuration not stated)	-9%	21%	-3.2%	7%[46.1 µM]	2%	-9%[38.3 µM]	4%
COc1cccc(-n2nnnc2SCC(=O)N2CCCc3ccccc32)c1	-1%	7%[9.22 µM]	1.6%	-10%[46.1 µM]	-4%	20%[38.3 µM]	10%
CN(CC(O)CN1CCOCC1)S(=O)(=O)O (configuration not stated)	0%	3%[9.22 µM]	1.0%&-1.2%	-19%&7%	·	16%	4%&2%
Cc1cc(C)cc(OCC(=O)Nc2ccc3c(c2)C(=O)c2ccccc2C3=O)c1	2%	3%	1.0%	?	-1%	?	-1%
Cc1nnc(SCC(=O)NNC(=O)COc2ccc(Cl)cc2)s1	2%	-10%	-4.2%	9%	-10%[46 µM]	1%	18%
O=C(c1cn(CC(=O)N2CCCC2)c2ccccc12)C1CCCCC1	·	13%	-6.4%	-2%[46.1 µM]	?	·	5%
O=S(=O)(c1cccc(NC(=S)N2CCN(c3ccccc3)CC2)c1)C(F)F	3%	-21%	0.0%	?	?	-2%	-3%
C1CN(c2nc3nonc3nc2N2CCOCC2)CCO1	-9%	-6%	1.2%	3%[46.1 µM]	-1%	2%[38.3 µM]	2%
COc1cc(C(=O)OCC(C)=O)cc(NC(=O)c2ccco2)c1OC	5%	-12%	1.1%	-3%	-16%[46 µM]	24%	2%
CC1=CCn2c(=O)c3ccccc3c(=O)n2C1	-1%	-15%	1.3%	19%	9%	-2%	20%
Cc1ccc2c(c1)C(C)(C)[C@]1(C)NC(=O)CCN21	1%	?	-1.6%	-20%[46.1 µM]	1%	2%[38.3 µM]	7%
CCOC(=O)c1nn(-c2ccc(Cl)cc2)c2nc(CC)c(C#N)c(=O)n12	-1%	-15%	3.5%	?	9%	-2%	-6%
O=C1CC(N2CCN(Cc3ccc4c(c3)OCO4)CC2)C(=O)N1c1cccc2ccccc12 (configuration not stated)	-3%	10%[9.22 µM]	1.0%	-6%	5%[46 µM]	7%	-4%
CCC(=O)N1CCN(c2ccc(NC(=O)c3ccco3)cc2)CC1	-6%	0%	-1.1%	-25%[46.1 µM]	-5%	12%[38.3 µM]	9%
CO[C@H]1C=CO[C@@]2(C)Oc3c(C)c(O)c4c(O)c(c5c(nc6cc(C)ccn65)c4c3C2=O)NC(=O)C(C)=CC=C[C@H](C)[C@H](O)[C@@H](C)[C@@H](O)[C@@H](C)[C@H](OC(C)=O)[C@@H]1C	·	·	-1.1%	-38%	·	·	-3%
CCS(=O)(=O)c1ccc(O)c(NC(=O)Nc2ccccc2)c1	-8%	10%	-2.4%	-13%[46.1 µM]	2%	3%[38.3 µM]	-11%
CCc1ccccc1NC(=O)c1nnn(CC(=O)Nc2cccc(C)c2)c1N	-3%	9%	-2.4%	5%[46.1 µM]	11%	-4%[38.3 µM]	4%
COc1cccc(OC)c1OCc1cc(C2C3CCCC=C3C(C#N)=C(N)C2(C#N)C#N)c(C)cc1C (configuration not stated)	0%	-17%	-2.3%	3.2µM*	?	5%[38.3 µM]	1%
COc1ccc(-c2noc(C3CCCN(S(=O)(=O)c4cccc(Cl)c4)C3)n2)cc1OC (configuration not stated)	0%	-12%	-0.4%	-12%[7.67 µM]	-15%	25%[38.3 µM]	-4%
COc1cc(C2NC(=O)C(C#N)=C(S)N2c2ccc(C)cc2)ccc1OC(C)C (configuration not stated)	2%	?	-3.4%	?	5%	51%[activator][38.3 µM]	-5%
Cc1ccc(N(CC(=O)N2CCOCC2)S(=O)(=O)c2ccccc2)cc1	-1%	14%	0.1%	-5%[46.1 µM]	7%	2%[38.3 µM]	-3%
Cc1nnc(SCC(=O)NC2CCCCC2C)s1 (configuration not stated)	-2%	3%[9.22 µM]	-0.1%	-5%	-3%[46 µM]	4%	10%
O=C(NCc1ccccc1)C1=C[C@@H](c2ccccc2)C[C@@H](OCc2ccc(CO)cc2)O1	·	12%[9.22 µM]	1.2%	?	·	-5%	15%
CCN(CC)C(=O)CSc1nc2cc3c(cc2c(=O)n1CCCCCC(=O)NCc1ccc(OC)cc1)OCO3	0%	-7%	16%&-1.3%	-59%	-11%[46 µM]	11%	-2%
COc1ccc(Cc2noc(COc3ccc(Cl)cc3)n2)cc1	-4%	-33%	0.8%	-14%[46.1 µM]	-22%	27%[38.3 µM]	?
O=C(NCCc1ccccc1)/C(=N\O)c1ccccc1	-7%	5%	0.0%	1%[46.1 µM]	3%	-3%[38.3 µM]	8%
COC(=O)c1sccc1NC(=O)c1cc(C)on1	-5%	-4%	-0.7%	1%[46.1 µM]	2%	5%[38.3 µM]	0%
O=C(/C=C/c1ccco1)N1CCN(S(=O)(=O)c2ccc(F)c(F)c2F)CC1	-1%	20%	0.2%	16%	·	-5%	3%
COc1ccc(C2(C#N)CCC(=O)N2c2ccccc2)cc1 (configuration not stated)	·	22%[9.22 µM]	-1.8%	5%	·	·	1%
O=C(COC(=O)c1ccco1)Nc1nc2ccccc2s1	7%	4%	0.0%	-11%[46.1 µM]	23%	-1%[38.3 µM]	7%
CC(=O)c1ccccc1OC(=O)COc1ccc(Cl)cc1C	1%	6%	-1.2%	18%	·	2%	6%
CCC(=O)c1ccc(OCC(O)CNC(C)c2ccccc2)cc1 (configuration not stated)	·	9%	0.1%	8%[46.1 µM]	-6%	·	3%
CCOC(=O)C1(Cc2cccc(OC)c2)CCCN(C(=O)c2cc(C)[nH]n2)C1 (configuration not stated)	0%	?	-0.1%	3%	?	6%	-18%
CCOC(=O)c1cnc2c(C)cccc2c1Nc1ccc(N2CCOCC2)cc1	-1%	-3%	0.0%	-24%	3%	11%	?
CCOc1ccc(CCNC(=O)C2CCN(c3ccc(N4CCOCC4)nn3)CC2)cc1OCC	-8%	24%	-0.9%	-2%[46.1 µM]	10%	-26%[38.3 µM]	-6%
CSC1=N/C(=C\c2ccccc2C)C(=O)S1	1%	11%	2.3%	1%	7%[9.22 µM]	-4%	-24%

Rewritten with values under each structure: 2 of the compounds above
Below each compound: Luc counter	HTT aggregate	Epigenetic derep	NPSR antagonist	Lamin A splicing	IMPase Li inh	CBFb RUNX1 block
- O=C(/C=C/c1ccco1)N1CCN(S(=O)(=O)c2ccc(F)c(F)c2F)CC1
    -1%	20%	0.2%	16%	·	-5%	3%
- COc1ccc(C2(C#N)CCC(=O)N2c2ccccc2)cc1 (configuration not stated)
    ·	22%[9.22 µM]	-1.8%	5%	·	·	1%

Source: PubChem (National Center for Advancing Translational Sciences (NCATS))
